RAD52 anneal inh – inhibitors of human RAD52 DNA annealing. 360,000 compounds, 0.46% hits. P43351. inhibition, % at 18.7 µM. recombinant RAD52 DNA annealing, FRET fluorescence;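 active = every replicate showing at least 50% inhibition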
ERAP1 HTS inh – ERAP1 (human) enzyme inhibition; Q9NZ08; inhibition, % at 10.7 µM; recombinant ERAP1, Leu-AMC fluorescence, 60 min; AID 652197; 340,000 compounds, 0.15% hits;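 active = mean replicate inhibition of at least 30%, or all replicates individually reaching that 30% level; inactive = mean below 30% and not every replicate reaching it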;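 also: 0% = neutral control wells and 100% = L-leucinethiol positive control wells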
Target sequence (Q9NZ08 whole entry, looked up): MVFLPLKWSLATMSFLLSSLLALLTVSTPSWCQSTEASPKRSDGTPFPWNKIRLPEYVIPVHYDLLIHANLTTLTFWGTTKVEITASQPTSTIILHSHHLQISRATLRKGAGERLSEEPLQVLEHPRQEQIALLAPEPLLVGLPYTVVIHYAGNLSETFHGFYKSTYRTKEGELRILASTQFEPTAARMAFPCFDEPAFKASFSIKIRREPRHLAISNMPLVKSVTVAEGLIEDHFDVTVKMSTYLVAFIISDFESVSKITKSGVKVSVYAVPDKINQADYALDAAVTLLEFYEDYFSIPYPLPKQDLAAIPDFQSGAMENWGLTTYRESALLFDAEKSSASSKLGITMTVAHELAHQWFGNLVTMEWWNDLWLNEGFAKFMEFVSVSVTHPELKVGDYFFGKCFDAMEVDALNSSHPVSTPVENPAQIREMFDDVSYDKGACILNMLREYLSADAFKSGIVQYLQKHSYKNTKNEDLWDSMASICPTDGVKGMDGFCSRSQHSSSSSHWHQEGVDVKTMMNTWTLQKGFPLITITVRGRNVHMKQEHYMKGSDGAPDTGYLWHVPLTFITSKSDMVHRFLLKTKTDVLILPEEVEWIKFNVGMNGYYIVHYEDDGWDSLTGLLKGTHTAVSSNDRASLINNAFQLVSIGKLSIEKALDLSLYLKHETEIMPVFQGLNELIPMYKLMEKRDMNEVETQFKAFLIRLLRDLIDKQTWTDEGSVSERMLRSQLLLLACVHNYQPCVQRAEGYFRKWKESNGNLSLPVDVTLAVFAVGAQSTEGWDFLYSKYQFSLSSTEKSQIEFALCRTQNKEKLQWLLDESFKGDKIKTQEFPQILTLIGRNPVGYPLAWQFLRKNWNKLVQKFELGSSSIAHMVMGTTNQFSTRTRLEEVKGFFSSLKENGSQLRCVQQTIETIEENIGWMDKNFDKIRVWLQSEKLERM
E-selectin induc – induces E-selectin expression in human endothelial cells; P16581; HUVEC E-selectin immunofluorescence imaging; normalized: neutral wells 0, TNF-alpha wells 100; activation, % at 7.58 µM; 260,000 compounds, 0.37% hits; AID 686992;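 active = mean E-selectin-positive cell signal at least 10% of the positive control, reached in at least 60% of replicates, without over 20% cell loss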;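 also: in these data hits start at about 27%; measured in HUVEC primary endothelial cells; signal is the percent of cells scored E-selectin positive by PE staining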
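Assay system: HUVEC primary endothelial cells. Input: 3,000 HUVEC seeded per well. Doses: one compound dose added by pin transfer. Read-out basis: % PE-positive cells. Benchmarks: TNF-alpha high, DMSO low. Detection: immunofluorescence imaging. Buffer or medium: EGM-2, gelatin.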
The depositor's hits bear a star.

Screening O=C(COC(=O)CN1C(=O)C2CCCCC2C1=O)Nc1cc(S(=O)(=O)N2CCOCC2)ccc1Cl (stereo not drawn) returned RAD52 anneal inh -16, ERAP1 HTS inh 6 and E-selectin induc -1.2.
For CCCCn1c(N)c(N(CC)C(=O)c2cc(S(=O)(=O)N3CCCCCC3)ccc2OC)c(=O)[nH]c1=O the results were RAD52 anneal inh 0, ERAP1 HTS inh 3 and E-selectin induc 0.6.
For CC(C)(C)c1ccc(S(=O)(=O)N2CCN(C(=O)C(=O)c3cccc(C(F)(F)F)c3)CC2)cc1 the results were RAD52 anneal inh -13, ERAP1 HTS inh 3 and E-selectin induc 0.0.
CCC(C)c1ccc(S(=O)(=O)N2CCN(CC(O)COCC3CCCO3)CC2)cc1 (stereo not drawn) was read as RAD52 anneal inh -5, ERAP1 HTS inh 3 and E-selectin induc 0.3.
For CN1CCN(/N=C2/C(=O)Nc3ccc([N+](=O)[O-])cc32)CC1 the results were RAD52 anneal inh 0, ERAP1 HTS inh 5 and E-selectin induc -1.2.
`Cn1c(=O)c(Nc2ccc(Cl)cc2)c2c3c(cccc31)C(=O)c1ccccc1-2` gave RAD52 anneal inh -303, ERAP1 HTS inh -1 and E-selectin induc 4.2.
`COc1cc2cc(CN(CCc3cccc(C)c3)C(=S)NCCCN(C)C)c(=O)[nH]c2cc1OC` gave RAD52 anneal inh 51*, ERAP1 HTS inh 3 and E-selectin induc -2.3.
COCc1cc(N2CCN(C(=O)OC(C)(C)C)C[C@H]2C)ccc1N1CCN(Cc2ccccc2)[C@H](C)C1 was read as RAD52 anneal inh 7, ERAP1 HTS inh 2 and E-selectin induc 0.0.
`CCCCc1c(O)nc2ccccn2c1=O` gave RAD52 anneal inh -9, ERAP1 HTS inh -4 and E-selectin induc -0.2.
For O=C(Cc1ccccc1)Nc1ccc(SC(F)F)cc1 the results were RAD52 anneal inh -10, ERAP1 HTS inh 4 and E-selectin induc -0.5.
CC(C)(C)c1ccc(OC(=O)c2ccc(-n3cncn3)nc2)cc1 was read as RAD52 anneal inh -1, ERAP1 HTS inh -3 and E-selectin induc 2.1.
Screening Cc1ccc(S(=O)(=O)NNC(=O)c2cnn(-c3ccccc3)c2C(F)(F)F)cc1 returned RAD52 anneal inh -3, ERAP1 HTS inh 1 and E-selectin induc 0.4.
For Cc1c(Cl)cccc1Nc1n[nH]c(=S)s1 the results were RAD52 anneal inh -20, ERAP1 HTS inh 4 and E-selectin induc 0.2.
`Cc1ccc(OC(=O)CN2C(=O)c3ccccc3C2=O)cc1C` gave RAD52 anneal inh 4, ERAP1 HTS inh 1 and E-selectin induc 0.0.
Screening Fc1cccc(Cl)c1CSc1ccc(-c2cccnc2)nn1 returned RAD52 anneal inh 6, ERAP1 HTS inh -2 and E-selectin induc -0.1.
COC(=O)Cc1nnn2c1[C@H](C)[C@H](c1ccccc1Br)OCC2 was read as RAD52 anneal inh 1, ERAP1 HTS inh 2 and E-selectin induc -0.1.
Screening O=c1[nH]c2cnn(-c3ccccc3)c2c(=O)n1O returned RAD52 anneal inh -4, ERAP1 HTS inh 1 and E-selectin induc 0.1.
For COc1cc(CCN=Cc2cc(Cl)cc(Cl)c2O)c([N+](=O)[O-])cc1OC the results were RAD52 anneal inh -26, ERAP1 HTS inh 2 and E-selectin induc -0.1.
`COC(=O)c1cc(C#N)c(=O)[nH]c1C` gave RAD52 anneal inh -15, ERAP1 HTS inh 0 and E-selectin induc -0.1.
Screening CC(C)CN1C(=O)C(=O)N(CC(=O)c2ccc[nH]2)C1=O returned RAD52 anneal inh -9, ERAP1 HTS inh 2 and E-selectin induc -0.1.

Seven entries from above, arranged by length of the SMILES, descending.
CCC(C)c1ccc(S(=O)(=O)N2CCN(CC(O)COCC3CCCO3)CC2)cc1 (stereo not drawn) was read as RAD52 anneal inh -5, ERAP1 HTS inh 3 and E-selectin induc 0.3.
COC(=O)Cc1nnn2c1[C@H](C)[C@H](c1ccccc1Br)OCC2 was read as RAD52 anneal inh 1, ERAP1 HTS inh 2 and E-selectin induc -0.1.
Screening CC(C)CN1C(=O)C(=O)N(CC(=O)c2ccc[nH]2)C1=O returned RAD52 anneal inh -9, ERAP1 HTS inh 2 and E-selectin induc -0.1.
`Cc1ccc(OC(=O)CN2C(=O)c3ccccc3C2=O)cc1C` gave RAD52 anneal inh 4, ERAP1 HTS inh 1 and E-selectin induc 0.0.
Screening Fc1cccc(Cl)c1CSc1ccc(-c2cccnc2)nn1 returned RAD52 anneal inh 6, ERAP1 HTS inh -2 and E-selectin induc -0.1.
For O=C(Cc1ccccc1)Nc1ccc(SC(F)F)cc1 the results were RAD52 anneal inh -10, ERAP1 HTS inh 4 and E-selectin induc -0.5.
For Cc1c(Cl)cccc1Nc1n[nH]c(=S)s1 the results were RAD52 anneal inh -20, ERAP1 HTS inh 4 and E-selectin induc 0.2.

Other compounds follow:
For CCc1nccn1-c1cc(C(C)(C)C)nc2c(-c3ccc(Cl)cc3)cnn12 the results were RAD52 anneal inh -10, ERAP1 HTS inh -2 and E-selectin induc -0.2.
Screening COc1ccccc1NC(=O)COC(=O)c1cc2c(s1)CCC2 returned RAD52 anneal inh -26, ERAP1 HTS inh 1 and E-selectin induc 0.0.
O=C(NNC(=O)c1ccccc1Br)c1ccccc1Cl was read as RAD52 anneal inh -25, ERAP1 HTS inh -3 and E-selectin induc 20.
Screening O=C(CNC(=O)c1ccncc1)N/N=C/c1cccc([N+](=O)[O-])c1 returned RAD52 anneal inh -13, ERAP1 HTS inh -1 and E-selectin induc 1.7.
For O=C(CSc1nnc(-c2ccncc2)o1)NCc1ccccc1 the results were RAD52 anneal inh -8, ERAP1 HTS inh -3 and E-selectin induc -1.6.
For CCn1c(COc2cccc3cccnc23)nnc1SCC(=O)OC the results were RAD52 anneal inh -3, ERAP1 HTS inh 11 and E-selectin induc 0.4.
`COc1ccc(C2=CN(Cc3ccccc3)C(c3ccc(OC)cc3)CC2=O)cc1` (stereo not drawn) gave RAD52 anneal inh -10, ERAP1 HTS inh -2 and E-selectin induc 1.3.
`COc1ccc(-c2ccccc2C2Cc3nnccc3CN2)cc1` (stereo not drawn) gave RAD52 anneal inh -1, ERAP1 HTS inh 4 and E-selectin induc -0.1.
For O=C1C(=Cc2cccc(Cl)c2)CCc2ccccc21 the results were RAD52 anneal inh -19, ERAP1 HTS inh 5 and E-selectin induc 0.0.
CCC(C(=O)Nc1c(C)cccc1C)n1c(-c2cnc(C)cn2)nc2ccccc21 (stereo not drawn) was read as RAD52 anneal inh -5, ERAP1 HTS inh 1 and E-selectin induc 0.0.
`Cc1ccccc1C(O)c1cccnc1` (stereo not drawn) gave RAD52 anneal inh -7, ERAP1 HTS inh -4 and E-selectin induc -0.5.
For COc1ccc(Nc2nc(-c3cccc([N+](=O)[O-])c3)nc3ccccc23)c(OC)c1 the results were RAD52 anneal inh -4, ERAP1 HTS inh -2 and E-selectin induc 0.4.
For Nc1[nH]c(C(=O)c2ccccc2)c(-c2ccc(Cl)cc2)c1C(=O)c1c[nH]c2ccc(Br)cc12 the results were RAD52 anneal inh -21, ERAP1 HTS inh -1 and E-selectin induc 0.7.
COc1ccc(-c2c(C(=O)c3ccc(Br)cc3)[nH]c(N)c2C(=O)c2ccccc2)cc1OC was read as RAD52 anneal inh -3, ERAP1 HTS inh -7 and E-selectin induc 0.0.
O=S(=O)(c1ccc(Cl)c(NC(=S)Nc2ccccc2N2CCOCC2)c1)N1CCOCC1 was read as RAD52 anneal inh -7, ERAP1 HTS inh -3 and E-selectin induc 0.1.
CCCCCc1c(-c2cccc(OC)c2)ncn1CCc1ccccc1OC was read as RAD52 anneal inh 26, ERAP1 HTS inh -1 and E-selectin induc -0.2.
For O=C(O)c1ccccc1C(=O)OC1CCCC2CCCC21 (stereo not drawn) the results were RAD52 anneal inh -11, ERAP1 HTS inh -6 and E-selectin induc 0.2.
Cc1onc(-c2ccccc2Cl)c1C(=O)NC(=S)Nc1ccccc1F was read as RAD52 anneal inh 8, ERAP1 HTS inh 0 and E-selectin induc 0.1.
CCOc1ccc(C(c2c(NC(=O)c3ccccc3)sc(C)c2C)N2CCN(C)CC2)cc1 (stereo not drawn) was read as RAD52 anneal inh -4, ERAP1 HTS inh 2 and E-selectin induc -0.3.
For CN1C(=O)c2cc(NC(=O)C3CCC3)ccc2OC[C@@H]2O[C@H](CC(=O)NCCc3ccncc3)CC[C@@H]21 the results were RAD52 anneal inh -4, ERAP1 HTS inh 2 and E-selectin induc 0.0.
CCc1ccc(C(=O)Nc2ccc(OC)c(S(=O)(=O)N3CCOCC3)c2)cc1 was read as RAD52 anneal inh -8, ERAP1 HTS inh 4 and E-selectin induc -1.2.
Screening Cc1[nH]n(-c2ccccc2)c(=O)c1N=Nc1cccc(S(=O)(=O)N2CCOCC2)c1 returned RAD52 anneal inh -11, ERAP1 HTS inh -2 and E-selectin induc 1.4.
`COC(=O)C1=C(C)N(CC2CC2)C(=O)N[C@H]1c1ccc(Br)cc1` gave RAD52 anneal inh -15, ERAP1 HTS inh 6 and E-selectin induc -0.3.
Screening CC(=O)C1=C(c2ccccc2)OC(N)=C(C#N)C1c1ccccc1C (stereo not drawn) returned RAD52 anneal inh -9, ERAP1 HTS inh -1 and E-selectin induc 0.4.
`S=C(NCc1ccco1)N/N=C/c1ccncc1` gave RAD52 anneal inh -9, ERAP1 HTS inh 1 and E-selectin induc 11.
Screening O=C(COC(=O)c1cccc2c1C(=O)c1ccccc1C2=O)NC1CCCCC1 returned RAD52 anneal inh 0, ERAP1 HTS inh 9 and E-selectin induc -8.7.
COc1cc(CN2CC3(CCN(C(=O)Nc4c(C)noc4C)CC3)c3c([nH]c4cc(OC)ccc34)[C@@H]2CO)cc(OC)c1 was read as RAD52 anneal inh -40, ERAP1 HTS inh -3 and E-selectin induc -0.5.
CCC(c1nnnn1-c1c(C)cccc1C)N1CCCN(Cc2ccc(F)cc2)CC1 (stereo not drawn) was read as RAD52 anneal inh -35, ERAP1 HTS inh 2 and E-selectin induc -0.8.
Screening CCn1c(C(C)NC(=O)c2cccc(C)c2)n[nH]c1=S (stereo not drawn) returned RAD52 anneal inh -10, ERAP1 HTS inh -1 and E-selectin induc 0.9.
COC(=O)C1=C(C)N(Cc2ccccc2C(F)(F)F)C(=NCC2CC2)NC1c1cccc(Cl)c1 (stereo not drawn) was read as RAD52 anneal inh 32, ERAP1 HTS inh 2 and E-selectin induc -0.3.
O=C(NCc1ccccc1)c1cccc(NS(=O)(=O)c2cccc3cccnc23)c1 was read as RAD52 anneal inh -24, ERAP1 HTS inh 1 and E-selectin induc -0.5.
For CC(C)N1CCC(N2CCN(CC#Cc3ccccc3)CC2CCO)CC1 (stereo not drawn) the results were RAD52 anneal inh -14, ERAP1 HTS inh 2 and E-selectin induc 0.1.
For CCc1ccc(S(=O)(=O)NCCc2cn3ccc(C)cc3n2)s1 the results were RAD52 anneal inh -9, ERAP1 HTS inh 0 and E-selectin induc 0.3.
For COC(=O)[C@]12C[C@H](CC(=O)N3CCCC3)C(=O)N(Cc3ccccc3)C1=C[C@H](C(C)(C)C)O[C@@H]2C the results were RAD52 anneal inh -10, ERAP1 HTS inh -2 and E-selectin induc -0.3.
For CCOP(=O)(OCC)/C(C#N)=C/c1ccc([N+](=O)[O-])cc1 the results were RAD52 anneal inh -13, ERAP1 HTS inh -8 and E-selectin induc 0.4.
`NS(=O)(=O)c1ccc(NC(=O)CN2CCCc3ccccc32)cc1` gave RAD52 anneal inh -16, ERAP1 HTS inh -1 and E-selectin induc 0.1.
Screening COC(=O)[C@@]1(Cc2ccc(OC)cc2)[C@H]2c3cc(C(=O)N4CCCC4)n(Cc4ccc(S(C)(=O)=O)cc4)c3C[C@H]2CN1C(=O)c1ccccc1 returned RAD52 anneal inh 4, ERAP1 HTS inh 13 and E-selectin induc -0.1.
O=C(COC(=O)c1ccccc1Br)NC1CCCCCCC1 was read as RAD52 anneal inh -6, ERAP1 HTS inh -2 and E-selectin induc -0.1.
`O=C(/C=C/c1ccc(F)cc1)NC(=S)NNC(=O)c1cnccn1` gave RAD52 anneal inh -9, ERAP1 HTS inh -1 and E-selectin induc 0.0.
Cc1ccccc1NS(=O)(=O)c1cc(C(=O)Nc2cccc([N+](=O)[O-])c2)ccc1C was read as RAD52 anneal inh -4, ERAP1 HTS inh 3 and E-selectin induc -0.5.
For O=C(COC(=O)c1ccc(O)cc1)Nc1ccc2[nH]c(=O)[nH]c2c1 the results were RAD52 anneal inh -12, ERAP1 HTS inh -3 and E-selectin induc 0.1.
`O=C(N/N=C(\Cc1ncc[nH]1)c1ccccc1)c1ccccc1` gave RAD52 anneal inh -28, ERAP1 HTS inh -1 and E-selectin induc -1.0.
For Cc1ccc(OCC(=O)N(Cc2ccccc2)c2c(N)n(Cc3ccccc3)c(=O)[nH]c2=O)c(C)c1 the results were RAD52 anneal inh -11, ERAP1 HTS inh 2 and E-selectin induc -1.4.
CCC(C(=O)NC1CCCC1)n1c(-c2ccnc3ccccc23)nc2ccccc21 (stereo not drawn) was read as RAD52 anneal inh -7, ERAP1 HTS inh -1 and E-selectin induc -0.1.
CCC(=O)N1[C@@H](C#N)[C@H](c2ccccc2-c2ccccc2)[C@@H]1CO was read as RAD52 anneal inh 71*, ERAP1 HTS inh 3 and E-selectin induc 0.0.
For COC(=O)CC1C(=O)NCCN1C(=S)Nc1ccccc1Cl (stereo not drawn) the results were RAD52 anneal inh -9, ERAP1 HTS inh -3 and E-selectin induc 0.1.

These rows are one share of the data (hit frequency here may not be typical).
